Screening data (PubChem)
P. falciparum M17LAP: P. falciparum M17LAP inhibitors, primary screen, biochemical, fluorogenic H-Leu-NHMec substrate, 1536-well (AID 1619); recombinant M17LAP, H-Leu-NHMec fluorogenic kinetic assay; higher % means a stronger effect; inhibition, % at 30 µM, or IC50 in µM where a hit was titrated; 220,000 tested, 0.38% active;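 active means compound inhibiting the enzyme by more than half at any dose during confirmatory dose-response retesting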;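 further: plate controls were full reaction with DMSO carrier for no effect and no enzyme background for full effect; strong numbers were not always called active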
T cell HTS: T cell immune modulation candidate. 2C CD8+ T cell-vesicle binding, flow cytometry; hits give low values. calls only at 7 µM. 330,000 tested, 0.068% active. AID 2052;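 active means response, share of CD8 T cells binding vesicles, and their 90th percentile fluorescence all below set limits, cut at about 80% in these data, passing the limit was not always enough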
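Incubation: binding step 1.5 h, 37 °C, antibody labelling 20 min, ice; system: murine 2C transgenic CD8+ T lymphocytes; technique: cytometric PE anti-B7-1 and Alexa647 anti-CD8 signals after 1% paraformaldehyde fixation; also added: QL9-charged Drosophila Ld/ICAM-1/B7-1 vesicles; control set: naked versus QL9-loaded vesicles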
b-catenin transl: alters nuclear translocation of beta-catenin in HeLa cells | nuclear translocation activity, % at 5 µM | immunofluorescence imaging | 190,000 tested, 0.3% active;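 active means nuclear translocation activity above 50% at 5 µM, with a well cell count of 50 or more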;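 further: per-cell ratio of nuclear to cytoplasmic median beta-catenin stain intensity; plate controls were DMSO negative control for no effect and GSK-3 inhibitor IX positive control for full effect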
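assay system = human HeLa cells, endogenous beta-catenin | times = compound treatment 24 h, 37°C, 5% CO2 | detection = Anti-beta-catenin immunofluorescence on PFA-fixed, Triton-permeabilized cells, DAPI nuclei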
Autophagy HCS: modulators of autophagy. MEF GFP-LC3 puncta imaging; test concentration mostly 10 µM. calls only at 10 µM (by protocol). 190,000 tested, 0.98% active. AID 463193;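 active means percentage of spot-positive cells more than 3 SD above its plate mean, without a fluorescence outlier flag or 80% toxicity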;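 further: spot-positive cell cutoff set from DMSO-treated cells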
Dynein cargo inh: blocks dynein driven cargo transport along microtubules. z-score, hits read low. 3617.4 mouse cells, GR-EGFP nuclear translocation imaging; test concentration mostly 20 µM; stimulated with dexamethasone, 1 µM; hits give low values. 220,000 tested, 0.47% active;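 active means plate z-score of nuclear minus cytoplasmic receptor signal below a set negative limit, without overly bright fluorescence or cell loss, cut at about -3.5 in these data, passing the limit was not always enough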;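 further: z-score of nuclear minus cytoplasmic ring GR-EGFP intensity difference per well; some compounds called inactive have numbers as strong as hits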
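medium = tetracycline-free induction medium containing charcoal-stripped FBS | also added = 1.0 µM final dexamethasone stimulus | schedule = 48 h induction, 1 h compound, 30 min dex at 37 °C | technique = fixed, Hoechst-stained cells imaged at 10x for EGFP | measure = GR-EGFP nuclear translocation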
M1AAP inhibition: P. falciparum M1AAP inhibitors, biochemical, fluorogenic H-Leu-NHMec substrate, 1536-well (AID 1445) | recombinant M1AAP, H-Leu-NHMec fluorogenic kinetic assay; higher % means a stronger effect | inhibition, % at 30 µM, or IC50 in µM where a hit was titrated | 220,000 tested, 0.42% active;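 active means primary inhibition above the hit cutoff, then over 50% inhibition at one or more dose response concentrations, cut at about 23% in these data, passing the limit was not always enough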;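 further: plate controls were DMSO full reaction for no effect and no enzyme background for full effect; strong numbers were not always called active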
Yfh1-depleted yeast: mitochondrial function rescue without frataxin homolog – Friedreich's ataxia, plus single-dose screen, dose response (AID 1465). S. cerevisiae Yfh1-off respiration, WST-1 reduction, 72 h; higher fold induction means a stronger effect. fold induction at 50 µM, or EC50 in µM where a hit was titrated. 220,000 tested, 0.074% active;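 active means fold induction of absorbance versus untreated yeast above a set limit, then at least 30% activation at any dose in follow-up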;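 further: activators that raise dye reduction in frataxin-depleted yeast; strong numbers were not always called active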
WT yeast gro inh: growth inhibition of WT yeast, mitochondrial fusion screen | AID 1362 | 190,000 tested, 2.1% active | mitochondrial fusion phenotypic screen, WT strain | inhibition, % at 10 µM; in the data active means inhibition above about 58%; tested in S. cerevisiae
MT stabilizer: microtubule stabilizers in HeLa cells; HeLa tubulin immunostaining HCS, 24 h; share of cells brighter than vehicle mean+2SD; % tubulin-high responders, % at 10 µM; 200,000 tested, 0.83% active; AID 2205;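 active means plate Z-score above 3 for both tubulin-high and condensed-nucleus cell shares, with cell loss under 80%, at 10 µM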;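 further: anti alpha tubulin signal scored within the nucleus-defined area of each cell; some results filed as inactive read as strong as hits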
WT yeast gro inh mutant strain: also measured in WT yeast gro inh; calls as there; inhibition, %; mitochondrial fusion phenotypic screen, mutant strain inhibition
Dynein cargo inh cytoplasmic EGFP: also measured in Dynein cargo inh; calls as there; z-score; measured here: cytoplasmic GR-EGFP intensity; hits give high values
Dynein cargo inh nuclear GR-EGFP: recorded beside Dynein cargo inh, whose call it bears; z-score; measured here: nuclear GR-EGFP intensity;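 lower value marks the stronger effect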
Dynein cargo inh cell count: second read-out of Dynein cargo inh, no call of its own (marks repeat the call); z-score; measured here: cell count per field
b-catenin transl cell count 5 µM: also measured in b-catenin transl; calls as there; cell count; measured here: cell count, cytotoxicity flag
T cell HTS vesicle-bound %: recorded beside T cell HTS, whose call it bears; double positive events, %; measured here: CD8+ vesicle-bound cell fraction;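 binding gate set so that unloaded-vesicle control wells show 10% double positive cells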
MT stabilizer Hoechst-high %: recorded beside MT stabilizer, whose call it bears; % Hoechst-high responders; measured here: nuclear condensation Hoechst responders;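 share of cells brighter than vehicle mean plus two SD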
MT stabilizer cytotoxicity %: also measured in MT stabilizer; calls as there; toxicity, %; measured here: cytotoxicity by cell density;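 0% = mean cell density of plate MIN control wells and 100% = no cells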
Autophagy HCS cell loss 18 h: also measured in Autophagy HCS; calls as there; toxicity, %; measured here: cell loss, nuclei count;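 cell loss after 18 h compound exposure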
Numbers without * were called inactive; i = inactive; nt = not tested or not shown.

smiles	P. falciparum M17LAP	T cell HTS	T cell HTS vesicle-bound %	b-catenin transl	b-catenin transl cell count 5 µM	Autophagy HCS	Autophagy HCS cell loss 18 h	Dynein cargo inh	Dynein cargo inh cytoplasmic EGFP	Dynein cargo inh nuclear GR-EGFP	Dynein cargo inh cell count	M1AAP inhibition	Yfh1-depleted yeast	WT yeast gro inh	WT yeast gro inh mutant strain	MT stabilizer	MT stabilizer Hoechst-high %	MT stabilizer cytotoxicity %
CCCNCc1cc(Cl)c(OCC)c(Cl)c1	18%	i	37	-1.1	1166	i	-4	0.7	-0.25	0.28	0.55	-2%	i	-20	-1	3.2	2.9	6.9
CCC(=O)N1CCN(c2ccccc2NC(=O)c2cccc(C)c2)CC1	-5%	i	9	1.2	1054	i	0	-0.099	-0.26	-0.11	0.79	0%	i	-12	-5	3.0	2.0	6.6
O=c1[nH][nH]c(C(F)(F)F)c1C=Nc1ccccc1Cl	9%	i	32	-1.8	1325	i	2	0.54	-0.25	-0.16	-0.2	2%	i	-17	-19	2.0	1.7	5.9
CC1CCC(NC(=O)C2(C)CCC(=O)N2Cc2cccnc2)CC1 (stereo unspecified)	0%	i	34	-1.8	1160	nt	nt	-0.38	-0.29	-0.14	0.3	3%	i	11	1	6.5	1.4	4.5
N=c1n(CCCOc2ccc(F)cc2)c2ccccc2n1CC(N)=O	-4%	i	28	0.1	1199	nt	nt	-0.63	-0.25	0.3	0.5	1%	i	nt	nt	nt	nt	nt
Cc1ccc(NC(=O)NN2CCOCC2)cc1	-4%	i	18	-3.5	1030	i	-25	-0.57	-0.33	-0.063	0.51	-2%	i	5	4	7.1	1.4	6.5
COc1ccc(S(=O)(=O)Nc2ccc(F)c(Cl)c2)cc1OC	4%	i	13	2.3	822	i	8	0.83	-0.17	0.72	-0.059	5%	i	9	-8	1.7	2.3	14
CCCN=C(Nc1ccc(Cl)cc1)c1cccnc1	7%	i	50	-1.9	837	i	17	0.12	-0.41	0.57	-0.27	-5%	i	5	1	3.2	2.0	13
Fc1ccccc1COc1ccc(/C=N/n2cnnc2)cc1	-4%	i	53	-3.9	948	i	-15	-0.72	-0.2	-0.15	0.2	2%	i	25	12	5.3	2.8	5.8
O=C(c1ccc(NS(=O)(=O)c2cccc3cccnc23)cc1)N1CCOCC1	nt	i	30	nt	nt	i	-3	0.58	-0.23	0.31	-0.21	nt	i	nt	nt	4.1	2.9	1.8
CCN(CC)C(=O)C(=O)N/N=C/c1ccc(C(=O)OC)cc1	8%	i	59	0.0	1093	i	0	-0.73	-0.24	-0.61	1.1	6%	i	-7	-5	3.2	1.9	7.5
O=c1c2[nH]c3ccccc3c2ncn1Cc1ccccn1	-6%	i	46	-1.3	1133	i	-20	0.15	-0.11	0.13	0.13	1%	nt	12	17	0.9	1.5	11
O=C(N(c1ccccc1)c1ccccc1)n1ccnc1	3%	i	10	0.0	538	i	23	-0.4	-0.2	0.11	0.21	3%	i	-6	3	3.4	1.8	8.5
COc1cccc2cc(C(=O)N3CCN(C(=O)c4ccco4)CC3)c(=O)oc12	8%	i	20	nt	nt	i	-4	-0.62	-0.21	-0.094	-0.072	18%	i	2	-14	2.6	1.9	6.5
COc1cc(NC(=O)c2cccc(Br)c2)nc(OC)n1	9%	i	30	1.5	994	i	-1	-0.28	-0.34	-0.19	1.1	1%	i	0	12	1.4	1.9	6.0
CC1CCCC(C)N1/N=C/c1ccccc1OC(F)F (stereo unspecified)	18%	i	42	2.2	1059	i	19	-0.89	-0.25	-0.32	0.34	-1%	i	-1	3	1.3	1.6	2.7
Cc1cccc(OCCCCc2c(C)n[nH]c2C)c1	-3%	i	10	-1.8	1196	i	13	0.65	0.021	0.32	-0.39	3%	i	16	7	2.9	1.9	3.3
COc1ccc(N2CCN(c3ccc([N+](=O)[O-])cc3Cl)CC2)cc1	-11%	i	29	3.8	568	i	14	-0.21	-0.31	-0.34	-0.29	2%	i	-4	15	2.5	2.3	1.6
COc1ccc(CCNC(=O)C2CCCCC2C(=O)O)cc1OC (stereo unspecified)	7%	i	45	-0.1	1381	i	-8	-0.41	-0.28	-0.021	-0.57	13%	i	-15	-44	4.8	4.1	7.9
CCOC(=O)c1c(-c2ccc(C)o2)csc1NC(=S)NC(=O)c1ccc(F)cc1	3%	i	46	-0.7	1008	i	-7	0.61	-0.31	0.019	-0.34	8%	i	-8	-5	3.3	3.0	10
CCCCNC(=O)C1CCCN(S(=O)(=O)c2c(C)noc2/C=C/c2cccs2)C1 (stereo unspecified)	6%	i	14	0.3	1314	nt	nt	-0.4	0.015	0.3	0.22	11%	i	nt	nt	nt	nt	nt
CCc1ccc(NC(=O)C(=O)N/N=C(\C)CC(=O)NCc2ccc(Cl)cc2)cc1	1%	i	36	-4.5	1105	i	18	-0.4	-0.26	-0.17	0.35	2%	i	-12	-9	3.1	1.7	6.7
Cc1cc(C)c2oc(C(=O)Nc3ccc(S(=O)(=O)Nc4nccs4)cc3)cc(=O)c2c1	19%	i	18	0.2	1266	nt	nt	0.12	-0.25	0.87	-0.12	12%	i	nt	nt	nt	nt	nt
Cc1c2cnn(CC(=O)O)c(=O)c2c(C)n1Cc1ccccc1	-27%	i	49	nt	nt	i	-43	-1.1	-0.26	-0.65	0.59	0%	i	14	9	6.0	1.9	7.5
COc1ccccc1CN(C)CC(=O)NC1CCCc2ccccc21 (stereo unspecified)	-1%	i	31	-2.2	1130	i	29	0.65	-0.22	0.58	-0.95	3%	i	5	-3	1.8	1.4	2.2

Continued, overlapping the part above by 2 compounds.
smiles	P. falciparum M17LAP	T cell HTS	T cell HTS vesicle-bound %	b-catenin transl	b-catenin transl cell count 5 µM	Autophagy HCS	Autophagy HCS cell loss 18 h	Dynein cargo inh	Dynein cargo inh cytoplasmic EGFP	Dynein cargo inh nuclear GR-EGFP	Dynein cargo inh cell count	M1AAP inhibition	Yfh1-depleted yeast	WT yeast gro inh	WT yeast gro inh mutant strain	MT stabilizer	MT stabilizer Hoechst-high %	MT stabilizer cytotoxicity %
Cc1c2cnn(CC(=O)O)c(=O)c2c(C)n1Cc1ccccc1	-27%	i	49	nt	nt	i	-43	-1.1	-0.26	-0.65	0.59	0%	i	14	9	6.0	1.9	7.5
COc1ccccc1CN(C)CC(=O)NC1CCCc2ccccc21 (stereo unspecified)	-1%	i	31	-2.2	1130	i	29	0.65	-0.22	0.58	-0.95	3%	i	5	-3	1.8	1.4	2.2
CCCCNC(=O)CCn1c(=O)c2ccccc2n(Cc2cc(C)ccc2C)c1=O	-20%	i	46	-1.4	939	i	-4	0.22	-0.28	-0.16	0.079	1%	i	2	2	3.4	2.6	9.6
CCN(CC)CCCn1c(C)cc2c(c1=O)C(c1cc(OC)c(OC)cc1OC)C(C#N)=C(N)O2 (stereo unspecified)	-6%	i	44	0.5	1122	i	29	-0.3	-0.28	-0.13	0.24	14%	i	5	0	5.7	4.8	7.3
CCOC(=O)c1c(NC(=O)CSc2nc3cccnc3n2C)sc(C(C)=O)c1C	0%	i	56	2.0	1443	i	-1	-0.26	-0.085	0.019	-0.2	11%	i	-5	-15	2.2	0.9	8.8
COc1cc(C2NC(=O)NC(c3ccccc3)=C2C(C)=O)ccc1OCC(=O)O (stereo unspecified)	6%	i	34	nt	nt	i	0	0.41	-0.25	0.47	-0.86	-4%	i	7	12	1.5	2.0	6.3

Two of the compounds above, with values under each structure:
Each structure is followed by: P. falciparum M17LAP	T cell HTS	T cell HTS vesicle-bound %	b-catenin transl	b-catenin transl cell count 5 µM	Autophagy HCS	Autophagy HCS cell loss 18 h	Dynein cargo inh	Dynein cargo inh cytoplasmic EGFP	Dynein cargo inh nuclear GR-EGFP	Dynein cargo inh cell count	M1AAP inhibition	Yfh1-depleted yeast	WT yeast gro inh	WT yeast gro inh mutant strain	MT stabilizer	MT stabilizer Hoechst-high %	MT stabilizer cytotoxicity %
CCCCNC(=O)CCn1c(=O)c2ccccc2n(Cc2cc(C)ccc2C)c1=O
 : -20%	i	46	-1.4	939	i	-4	0.22	-0.28	-0.16	0.079	1%	i	2	2	3.4	2.6	9.6
CCN(CC)CCCn1c(C)cc2c(c1=O)C(c1cc(OC)c(OC)cc1OC)C(C#N)=C(N)O2 (stereo unspecified)
 : -6%	i	44	0.5	1122	i	29	-0.3	-0.28	-0.13	0.24	14%	i	5	0	5.7	4.8	7.3
